TAAR1 antag: antagonists of human TAAR1. Q96RJ0. CHO RD-HGA16 TAAR1, Fluo-8 calcium fluorescence, antagonist. inhibition, % at 3 µM. hit rate 1.5% among 360,000;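 active = inhibition above a per-plate cutoff, the mean inhibition of test compounds on that plate plus 3 SD, cut at about 49% in these data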;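 also: 0% = DMSO plus EC80 beta-PEA response and 100% = DMSO alone without agonist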
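Test system: hTAAR1-expressing CHO RD-HGA16 cells, Gα16-coupled; Probe or stimulus: EC80 β-phenethylamine stimulus; Compound dosing: single nominal final test compound concentration of 3 µM; Timing: 140 s kinetic read after compound, 140 s after agonist; Signal: Fluo-8 calcium-sensitive fluorescence; Measure: % inhibition of agonist calcium response; Controls: DMSO and EC80 PEA controls.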
V1R ag counter: activates human V1a receptor in oxytocin agonist counter-screen; hit rate 0.25% among 320,000; AID 2797; P37288; CHO-V1R cells, Fluo-8 calcium fluorescence, agonist mode; 0% DMSO, 100% 3 nM vasopressin; activation, % at 3 µM;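 active = activation above the mean activation of all tested compounds plus 3 SD, per screening run, cut at about 20% in these data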;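 also: signal is peak over basal fluorescence ratio across a 100 second FLIPR read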
Target sequence (P37288 whole entry, looked up): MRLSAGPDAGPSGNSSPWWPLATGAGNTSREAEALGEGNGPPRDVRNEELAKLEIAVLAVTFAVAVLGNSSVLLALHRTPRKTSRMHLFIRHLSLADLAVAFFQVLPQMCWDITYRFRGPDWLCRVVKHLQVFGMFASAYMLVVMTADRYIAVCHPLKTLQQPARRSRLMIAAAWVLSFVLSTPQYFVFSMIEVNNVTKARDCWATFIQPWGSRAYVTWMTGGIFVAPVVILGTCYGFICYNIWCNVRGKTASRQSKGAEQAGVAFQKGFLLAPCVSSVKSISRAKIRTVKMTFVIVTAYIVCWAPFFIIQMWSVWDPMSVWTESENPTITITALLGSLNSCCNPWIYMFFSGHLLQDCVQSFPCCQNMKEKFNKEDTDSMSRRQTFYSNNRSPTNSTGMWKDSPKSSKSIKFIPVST
CHO-K1 Ca PAM: M1 PAM counterscreen hit in parental CHO-K1 cells; activation, % at 3 µM; ATP EC20, Fluo-8 calcium fluorescence; 0% at ATP EC20, 100% at ATP max; hit rate 0.02% among 360,000;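 active = activation above the run cutoff, the mean activation of all test compounds plus 3 SD, cut at about 40% in these data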;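 also: peak over basal fluorescence ratio in a 140 s read after ATP addition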
CHO-K1 Ca antag: M1 antagonist counterscreen hit in parental CHO-K1 cells. ATP-induced calcium, Fluo-8 fluorescence. inhibition, % at 3 µM. hit rate 0.6% among 360,000. AID 602250;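 active = inhibition above a per-plate cutoff, the plate's mean sample inhibition plus 3 SD, cut at about 24% in these data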;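 also: 0% = DMSO plus EC80 ATP and 100% = DMSO alone without ATP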
OXTR potentiate: potentiators of human oxytocin receptor; P30559; hit rate 0.061% among 320,000; CHO-OTR cells, Fluo-8 calcium fluorescence, potentiator mode; 0% = oxytocin EC15, 100% = EC100; activation, % at 3 µM; AID 2445;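 active = activation above that plate's cutoff, the mean activation of tested compounds plus 3 SD, cut at about 6.6% in these data, passing the limit was not always enough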;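 also: 100% uses oxytocin at 75 nM as the full agonist control; some results filed as inactive read as strong as hits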
Target sequence (P30559 whole entry, looked up): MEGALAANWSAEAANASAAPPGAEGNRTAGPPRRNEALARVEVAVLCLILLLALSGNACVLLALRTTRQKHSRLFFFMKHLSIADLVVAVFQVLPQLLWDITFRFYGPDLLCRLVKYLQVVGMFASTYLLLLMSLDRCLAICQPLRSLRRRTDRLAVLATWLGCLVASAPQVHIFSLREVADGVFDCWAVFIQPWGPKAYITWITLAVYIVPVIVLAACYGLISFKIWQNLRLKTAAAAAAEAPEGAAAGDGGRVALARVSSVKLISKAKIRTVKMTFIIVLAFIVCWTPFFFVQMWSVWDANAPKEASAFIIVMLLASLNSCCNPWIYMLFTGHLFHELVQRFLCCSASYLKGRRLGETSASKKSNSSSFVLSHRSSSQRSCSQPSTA
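Assay system: CHO cell line stably expressing human OTR | Also added: Oxytocin at about EC15, sub-maximal agonist stimulus | Times: Compound 6 min at room temperature before oxytocin, 100 s read | Measured by: Fluo-8 intracellular calcium fluorescence, ex 470-495, em 515-575 nm | Controls: EC15 oxytocin alone as 0%, 75 nM oxytocin as 100%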
CHRM1 agonist: human M1 muscarinic receptor agonism; CHO-K1 hM1, Fluo-8 calcium fluorescence, agonist mode; 0% DMSO, 100% acetylcholine EC100; hit rate 0.33% among 360,000; activation, % at 3 µM;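 active = activation above the run's mean compound activation plus 3 SD, cut at about 16% in these data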;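 also: peak over basal fluorescence ratio within a 140 s kinetic read after compound addition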
TAAR1 agonist: agonists of human TAAR1. activation, % at 3 µM. Q96RJ0. hit rate 0.99% among 360,000. AID 624467. CHO RD-HGA16 TAAR1, Fluo-8 calcium fluorescence; vehicle wells 0%, saturating PEA agonist 100%;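 active = activation above the mean activation of all test compounds in the run plus 3 SD, cut at about 38% in these data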
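Assay system: CHO-derived RD-HGA16 cells with stable Gα16 and human TAAR1; timing: 17-24 h seeding, 75 min 37 °C dye, 30 min RT; read-out: % activation from peak over basal fluorescence ratio, DMSO-to-PEA scaled; measured by: kinetic Fluo-8 calcium fluorescence; benchmarks: low control DMSO, high control PEA (EC100); doses: 3 µM single concentration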
M1 ag parental: counter-screen for M1 agonists: effect in parental CHO-K1 cells | Fluo-8 calcium fluorescence; scaled to maximal ATP response, vehicle zero | activation, % at 3 µM | hit rate 0.48% among 360,000; in the data active = activation above about 15%;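 also: untransfected CHO-K1 host cells lacking M1 receptor as counterscreen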
CHO parental Ca: signal in parental CHO cells, OX1R antagonist counter-screen. parental CHO-K1, ATP-induced calcium, Fluo-8 fluorescence. inhibition, % at 5.6 µM. hit rate 0.63% among 330,000. AID 463079;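 active = inhibition above that plate's mean sample inhibition plus 3 SD, cut at about 26% in these data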;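 also: 0% = ATP-challenged DMSO wells and 100% = DMSO wells without ATP; some compounds past the cut are filed as inactive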
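Material – parental CHO cells · Reagent – ATP stimulus · Compound – single nominal dose of 5.6 µM per compound · Detection – Fluo-8 fluorescence · Read-out basis – percent inhibition of calcium signal · Controls – ATP-challenged DMSO wells low, unchallenged DMSO wells high · Repeats – no replicates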
Starred values were filed as active, the others as inactive; . = not tested or not shown.

SMILES	TAAR1 antag	V1R ag counter	CHO-K1 Ca PAM	CHO-K1 Ca antag	OXTR potentiate	CHRM1 agonist	TAAR1 agonist	M1 ag parental	CHO parental Ca
C/C(=N\NC(=O)c1nnn(-c2nonc2N)c1CSc1ccccc1)c1ccc2c(c1)OCO2	-4	0.5	-5	-4	1	-2	2	0.0	1
CC(NC(=O)Cn1nc(C(=O)O)c2ccccc2c1=O)C12CC3CC(CC(C3)C1)C2 (configuration not stated)	-11	-1.2	25	-12	-12	-3	3	-0.2	-10
CC(=O)c1cccc(NC(=S)N2CCc3ccccc32)c1	-9	-0.3	-3	-1	-2	4	-1	0.1	-15
Cc1cc(C(=O)OCC(=O)NC2CC2)ccc1[N+](=O)[O-]	-1	0.0	13	-14	-13	-2	1	0.8	10
COc1ccc(C=O)cc1COc1ccc(Cl)cc1[N+](=O)[O-]	3	-1.6	23	-8	-2	-2	5	-0.2	-8
CC(=O)c1c(C(C)=O)c(C)n(-c2ccc(C)c(NC(=O)c3ccccc3Cl)c2)c1C	18	0.9	-12	-11	-8	-5	5	2.9	-6
C/C(=N\NC(=O)c1nnn(-c2nonc2N)c1CN(C)c1ccccc1)c1cccnc1	2	4.6	-4	-5	-5	-2	0	2.5	-24
COc1cc(C2NC(=O)NC(C)=C2[N+](=O)[O-])cc(OC)c1OC (configuration not stated)	-28	1.0	4	-11	-2	-3	2	0.3	5
CCCCCCCCOC(=O)c1ccc(N)cc1	-8	-0.6	6	-18	-5	-3	-2	0.4	-5
CCCCOc1ccc(OCCNC(=O)c2ccco2)cc1	-17	5.4	9	-8	-12	-2	3	5.0	-11
COc1cccc(Nc2nc(-c3sc(N)nc3C)cs2)c1	-12	-0.2	8	-4	-6	-4	2	0.2	-11
O=C(N/N=C/c1cccnc1)c1cccc(Cl)c1	-11	0.4	-6	-3	1	-2	6	0.3	9
Cn1cccc1C(=O)NCC(c1ccco1)N1CCCCC1 (configuration not stated)	-18	-0.8	12	-2	-4	-9	0	1.7	-6
CCOC(=O)N1CCN(C(=O)c2ccc3oc(CCc4ccccc4)nc3c2)CC1	-10	.	2	12	.	-8	-1	1.6	.
COc1ccc(C(=O)Nc2nc3ccccc3c(=O)[nH]2)cc1	-10	2.3	-8	0	-4	0	10	2.4	-13
CCc1cccc(C)c1NC(=O)CCNC(=O)c1cccc(C)c1	-4	0.4	6	-1	-3	-1	-2	0.7	-10
CCCCNC(=O)c1ccc(Cn2c(=S)[nH]c3c([nH]c4ccc(OC)cc43)c2=O)cc1	10	-0.4	-3	4	-6	-5	1	-0.1	-19
CC(CCc1ccccc1)NC(=O)Cc1ccc(Br)cc1 (configuration not stated)	-7	-0.7	16	-7	1	-2	-3	1.3	-2
O=S(Cc1ccc(Br)cc1)Cc1nnc(SCc2c(Cl)cccc2Cl)n1-c1ccccc1 (configuration not stated)	.	-0.4	28	-11	-4	-2	.	2.4	-15
O=C(Nc1ccc(Oc2nnc(-c3ccccc3)c3ccccc23)cc1)c1ccccc1	-14	-1.2	19	-3	-4	-7	-2	11	-2
Cc1ccc(N(CC(=O)NCc2ccco2)C(=O)CCC(=O)Nc2ccccn2)c(C)c1	-4	0.2	-3	-18	2	-4	2	1.4	-21
NC(=O)C1(C(=O)O)OC1(c1ccc(Cl)cc1)c1ccccc1Cl (configuration not stated)	-9	.	-1	17	.	-2	1	-0.5	.
COc1ccc(C2=NOC(C(=O)NCc3ccccn3)C2)cc1OC (configuration not stated)	-9	0.9	-4	-6	-2	-1	10	0.7	0
COc1ccc(C2/C(=C(\O)c3ccc4c(c3)OCCO4)C(=O)C(=O)N2c2nc(C)c(C(C)=O)s2)cc1 (configuration not stated)	5	2.4	6	-9	-3	-1	1	1.5	-31
O=C(NCc1ccc(Cl)cc1)C(=O)NCC1CCCN1S(=O)(=O)c1cccs1 (configuration not stated)	-15	0.6	5	-10	-5	-5	2	1.7	-27
O=C(CSc1nc2ccccc2c(=O)n1-c1ccc(OC(F)F)cc1)NC1CC1	1	-0.1	8	-16	-1	-3	18	-0.4	-21
Cc1cc(=O)oc2cc(NC(=O)CCCC(=O)O)ccc12	-4	-0.2	11	3	-8	0	6	0.4	2
FC(F)(F)c1cc(C(F)(F)F)c2ccc(Oc3ccccc3)nc2n1	-12	-1.7	-5	7	0	-4	-1	-0.9	-7
Cc1ccc(NC(=O)c2ccco2)c(NC(=O)c2ccccc2C)c1	16	-0.1	2	-10	-7	-1	2	1.2	-11
Cc1ccc(NC(=O)/C(C#N)=C/c2ccc(C)s2)c(C)c1	19	1.6	3	-2	-18	-2	4	0.1	-6
CCN1C(=O)[C@@H]2[C@@H](c3ccc(-c4ccc(C(C)=O)cc4)cc3)N3CCCC[C@@]3(C(=O)OC)[C@@H]2C1=O	46	0.7	-4	-11	-1	-6	11	0.4	-20
CCOC(=O)CSc1nnc(CNC(=O)c2ccc(OC)cc2)n1C1CCCCC1	6	-1.1	12	-9	-1	-2	6	0.8	-4
COc1ccccc1NC(=S)NCCc1ccccc1	0	-0.1	22	-6	-7	-5	40*	1.3	-17
Cc1cc(NC(=O)COC(=O)c2ccc(OC(F)(F)F)cc2)no1	-21	0.3	16	-7	-1	-2	-1	0.0	3
Cc1ccc2nc(SCc3cn4cccnc4n3)[nH]c2c1	-4	1.0	1	6	4	-7	1	-0.2	-5
COC(=O)c1ccc[n+](CC(=O)c2ccc(Br)cc2)c1	-8	0.5	25	-7	-1	-10	0	1.0	-6
CCn1c(CSc2nccn2C)nc2cc(C(=O)O)ccc21	.	1.3	13	-3	-6	-2	.	1.1	-7
COc1c(OC(C)=O)c(=O)n2c3ccccc3c3ccnc1c32	1	-0.5	-8	3	-3	-6	1	0.5	-12
COc1cccc(NC(=O)CCC2CCN(C(=O)c3ccc(C(C)=O)s3)CC2)c1	5	2.1	1	-5	-10	-4	1	0.5	-11
CSC1=C(C#N)C(c2ccc3c(c2)OCO3)C2=C(CCCC2=O)N1 (configuration not stated)	-11	0.1	8	-5	-10	-1	14	0.3	-15
O=C(Cc1ncn[nH]1)NCCc1ccccc1	-4	0.8	21	-1	3	-1	11	0.0	-9
COc1ccc(S(=O)(=O)N2CCCCC2)cc1NCC(=O)Nc1ccc(C)cc1	-21	-1.0	23	-13	-5	-4	0	0.9	-1
COc1ccc(C(CNC(=O)c2cc(S(=O)(=O)NCc3ccccc3)ccc2C)N2CCOCC2)cc1 (configuration not stated)	-11	-0.4	-21	28*	1	3	1	-0.6	-7
COC(=O)C(Oc1ccc2c(-c3ccc(OC)cc3)cc(=O)oc2c1)c1ccccc1 (configuration not stated)	6	1.5	-5	10	-4	-6	1	0.3	-5
O=C(Cn1c(CO)nc2ccccc21)NC1CCCCCC1	.	0.5	11	-3	1	-5	.	4.2	0

Next part; it opens with the three that closed the last part.
SMILES	TAAR1 antag	V1R ag counter	CHO-K1 Ca PAM	CHO-K1 Ca antag	OXTR potentiate	CHRM1 agonist	TAAR1 agonist	M1 ag parental	CHO parental Ca
COc1ccc(C(CNC(=O)c2cc(S(=O)(=O)NCc3ccccc3)ccc2C)N2CCOCC2)cc1 (configuration not stated)	-11	-0.4	-21	28*	1	3	1	-0.6	-7
COC(=O)C(Oc1ccc2c(-c3ccc(OC)cc3)cc(=O)oc2c1)c1ccccc1 (configuration not stated)	6	1.5	-5	10	-4	-6	1	0.3	-5
O=C(Cn1c(CO)nc2ccccc21)NC1CCCCCC1	.	0.5	11	-3	1	-5	.	4.2	0
Cc1cc(NS(=O)(=O)c2ccc(NC(=O)/C=C/c3cccc(Cl)c3)cc2)no1	-38	0.1	-26	7	-7	-5	0	-0.2	-12
CC(C)C1C(C#N)=C(N)Oc2n[nH]c(-c3ccc4ccccc4c3)c21 (configuration not stated)	32	0.9	5	-9	-11	-4	22	0.7	34*
CCc1ccc(CNC(=O)C2CCN(S(=O)(=O)N3CCC(C)CC3)CC2)cc1	23	3.9	-10	-12	-8	-1	6	6.8	-16
Cc1c(Br)c([N+](=O)[O-])nn1C(C)C(=O)Nc1nccs1 (configuration not stated)	-10	1.0	3	-12	1	-6	-1	2.4	-10
COC(=O)[C@@H](N)CS	-2	1.8	14	-6	0	-2	2	0.7	0
CCCn1nnc(NCc2ccc(OCc3cccs3)c(OC)c2)n1	-4	0.3	20	-8	1	-4	9	0.4	-6
Cc1c(C2(c3c(C)n(C)n(-c4ccccc4)c3=O)C(=O)Nc3ccc(F)cc32)c(=O)n(-c2ccccc2)n1C	-13	-0.6	17	-7	-10	0	1	0.5	7
Cc1csc(NC(=O)Cc2ccccc2Cl)n1	-6	0.6	-2	-3	0	-3	-4	0.4	-7
CCCc1ccc2oc(C(=O)NCCN3CCCC(O)C3)c(C)c2c1 (configuration not stated)	-18	.	9	-2	.	-6	2	1.5	.
COCCCn1c(SCC(=O)c2ccccc2)nc2ccccc2c1=O	12	-1.6	15	-16	5	-14	6	2.5	-24
c1cn(C23CC4CC(CC(C4)C2)C3)cn1	-8	-0.1	4	2	-3	-4	12	-0.1	-3
Cc1cc(C)c(S(=O)(=O)c2ccc(Cl)cc2)c(Cl)n1	-1	-0.7	-6	-1	-2	-10	7	-0.5	-14
CC(C)C(C)NC(=O)COc1nc2ccccc2nc1N(C)C1CCCCC1 (configuration not stated)	-14	-0.6	1	-5	-6	0	0	0.1	-2
CCc1cc2c(SCC(=O)N3CC(=O)Nc4ccccc43)ncnc2s1	7	1.9	12	-2	-6	-8	8	2.5	-12
COc1ccc(C2c3ccc4ccccc4c3Oc3ncn(CCCO)c(=N)c32)cc1 (configuration not stated)	-35	1.3	-3	1	-10	-3	5	2.1	-19
Cc1ccc(S(=O)(=O)NCc2ccccc2)cc1C(=O)NC1CCCCC1	-13	1.4	11	-16	-3	-1	-1	2.5	-17
COC(=O)Cn1c(SCc2ccccc2)nc2ccccc21	1	-0.8	15	-9	-11	-5	7	0.2	-13
O=C(c1ccco1)N1CCC(c2nc3c(nnn3Cc3c(Cl)cccc3Cl)c(=O)[nH]2)CC1	5	0.6	6	-7	-13	-10	-2	1.3	-31
O=C1CN(c2cc(Cl)cc(Cl)c2)C(=O)CN1/N=C/c1cccnc1	-26	-2.2	2	-4	-16	-3	1	1.1	-17
Cc1ccc(C2(CC(=O)O)CCOC(C)(C)C2)cc1 (configuration not stated)	7	0.7	6	-5	4	-3	5	0.1	2

Assay outcomes: PubChem BioAssay, The Scripps Research Institute Molecular Screening Center
